CASP6 VEID inh: human caspase-6 inhibitors, primary screen, biochemical, VEID-R110 fluorescence, single point, set 2 | P55212 | AID 686996, 2013 | inhibition, % at 12.5 µM | purified caspase-6, Z-VEID-R110 cleavage fluorescence | 350,000 tested, 0.53% active;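 active = mean inhibition across replicates at least about 35%, with every replicate also reaching that limit, limit read from the data; inconclusive = only one of the two criteria met; inactive = neither criterion met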;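 also: 0% = median of neutral control wells and 100% = no fluorescence left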
Target sequence (P55212 24-179 limits assumed): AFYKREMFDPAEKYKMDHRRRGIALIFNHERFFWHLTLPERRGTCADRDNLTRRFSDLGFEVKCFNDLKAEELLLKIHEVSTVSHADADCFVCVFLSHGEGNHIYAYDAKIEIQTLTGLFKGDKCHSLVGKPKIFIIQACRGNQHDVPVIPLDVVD
Target sequence (P55212 194-293 limits assumed): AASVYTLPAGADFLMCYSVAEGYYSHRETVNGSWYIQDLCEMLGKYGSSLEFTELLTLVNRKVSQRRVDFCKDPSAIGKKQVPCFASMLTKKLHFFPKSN
ARNT-TACC3 inh: disruptors of ARNT/TACC3 protein interaction, primary screen, biochemical, AlphaScreen, single concentration | inhibition, % at 9.99 µM | Transforming acidic coiled-coil-containing protein 3 (Homo sapiens), Q9Y6A5 | AlphaScreen His-ARNT PAS-B/GST-TACC3 binding, luminescence; TACC3 fragment carries E629A point mutation | 390,000 tested, 0.66% active;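 active = mean inhibition of replicates at least 50% and at least half of replicates each reaching 50%; inconclusive = half or more replicates reach 50% but mean below 50%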;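 also: 0% = complete ARNT plus TACC3 wells and 100% = ARNT alone without TACC3; many hits fall short of the cut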
EWS-Fli inh: EWS/Fli-driven NR0B1 reporter inhibitors, primary screen, A673 cells, NR0B1 luciferase, luminescence, MLPCN library; viability-normalised; inhibition, % at 12.6 µM; 350,000 tested, 0.67% active; AID 651661, 2012;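 active = mean inhibition of at least 50% after viability correction, with every replicate also passing that limit; inconclusive = mean reaches 50% but only one of two replicates passes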;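 also: firefly luciferase signal divided by Alamar Blue viability fluorescence both relative to DMSO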
DENV2 CPE rescue: inhibitors of DENV2 cytopathic effect, primary screen, cell-based, plate reader, single concentration | CPE inhibition, % at 9.99 µM | DENV2-infected cells, cytopathic effect rescue | AID 651640, 2012 | 350,000 tested, 1.7% active; in the data active = CPE inhibition above about 20%, passing the limit was not always enough; inconclusive = no clear call, values can overlap the other calls; tested in BHK-21 cells;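 also: 0% = median of neutral control wells and 100% = median of positive control wells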
PAX8 inh HTS: inhibitors of PAX8-driven TPO luciferase reporter, primary screen, RMG-I cells, single concentration; SteadyGlo, 24 h; inhibition, % at 12.6 µM; 360,000 tested, 1.2% active; AID 652154, 2013;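 active = mean replicate inhibition at least 60% with every replicate also reaching 60%; inconclusive = only one of the two criteria is met; inactive = mean below 60% and not all replicates reaching 60%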;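 also: luciferase light reporting Pax8 driven TPO promoter activity; plate controls were median of neutral control wells for no effect and mitoxantrone controls for full effect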
SIRT5 block: SIRT5 desuccinylase inhibitors, primary screen, biochemical, fluorescence imaging, single point, set 5. 330,000 tested, 1.1% active. Purified SirT5, succinyl-peptide AMC, trypsin-coupled fluorescence. AID 652115, 2013. inhibition, % at 15 µM. NAD-dependent protein deacylase sirtuin-5, mitochondrial (Homo sapiens), Q9NXA8; in the data active = inhibition above about 15%; inconclusive = no clear call, values can overlap the other calls
Target sequence (Q9NXA8 whole entry, looked up): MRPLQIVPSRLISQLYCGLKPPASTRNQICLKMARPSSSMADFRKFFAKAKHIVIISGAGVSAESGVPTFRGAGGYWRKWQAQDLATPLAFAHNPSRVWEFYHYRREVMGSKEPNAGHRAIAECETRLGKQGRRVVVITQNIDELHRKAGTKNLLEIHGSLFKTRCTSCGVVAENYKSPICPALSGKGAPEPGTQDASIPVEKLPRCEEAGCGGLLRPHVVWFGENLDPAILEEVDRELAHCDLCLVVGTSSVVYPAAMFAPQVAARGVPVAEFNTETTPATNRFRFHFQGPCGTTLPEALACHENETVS
LGR2 antag: inhibitors of bursicon-induced LGR2 CRE-luciferase signal, primary screen, cell-based, HEK293, CRE-luciferase reporter, bursicon stimulation; bursicon-stimulated, 4 h; inhibition, % at 9.99 µM; Drosophila bursicon receptor LGR2 (rickets); AID 720647, 2013; 380,000 tested, 0.35% active;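 active = drop in luminescence signal, shown as inhibition above about 50% in the replicate tests, limit read from the data, passing the limit was not always enough; inconclusive = probably only some replicates passing the limit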;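 also: agonist challenge used bursicon conditioned medium at about half maximal strength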
* = called active by the depositor; ? = inconclusive; . = not tested or not shown.

Preview (ten entries):
no.	mol	CASP6 VEID inh	ARNT-TACC3 inh	EWS-Fli inh	DENV2 CPE rescue
1	CN1CCN(C(=O)C[C@H]2C[C@@H]3c4cc(NC(=O)Nc5ccc(C(F)(F)F)cc5)ccc4O[C@@H]3[C@H](CO)O2)CC1	1	0	0	6
2	CCn1c(SCC(=O)Nc2ccc(F)cc2)nc2ccccc2c1=O	.	-2	4	4
3	COc1ccc2oc(C(=O)OCC(=O)N3CC(C)CC(C)C3)c(C)c2c1 (stereo unspecified)	-5	-2	-2	14
4	O=S(=O)(c1ccccc1)N1CCCCN2[C@H](CO)[C@H](c3ccc(C#CC4CCCC4)cc3)[C@@H]2C1	-1	-17	-5	-3
5	CCC(C(=O)NCCCN1CC(C)CC(C)C1)n1nc(C)c2sc3ccccc3c2c1=O (stereo unspecified)	-18	10	.	11
6	COc1ccc(S(=O)(=O)Nc2ccc3c(c2)CC(=O)N([C@H](C)CO)C[C@H](C)[C@H](CN(C)S(=O)(=O)c2ccc(F)cc2)O3)cc1	.	20	11	.
7	C=CCSC(=S)NC1CCS(=O)(=O)C1 (stereo unspecified)	-6	-33	5	-2
8	COc1ccc2c(c1)nc(SCC(O)c1ccccc1)n2C (stereo unspecified)	4	-5	-19	-1
9	C=CCNC(=S)N1CCN(c2cccc(C(F)(F)F)c2)CC1	-2	4	4	8
10	Clc1ccccc1OCc1nnc2n1CCCCC2	1	2	-15	-2

no.	PAX8 inh HTS	SIRT5 block	LGR2 antag
1	-18	-5	4
2	10	0	-14
3	0	1	20
4	-1	6	-1
5	0	31*	-2
6	8	.	13
7	5	0	.
8	0	-3	-4
9	-23	-11	0
10	19	4	1

Main list, previewed entries included:
no.	mol	CASP6 VEID inh	ARNT-TACC3 inh	EWS-Fli inh	DENV2 CPE rescue
1	CN1CCN(C(=O)C[C@H]2C[C@@H]3c4cc(NC(=O)Nc5ccc(C(F)(F)F)cc5)ccc4O[C@@H]3[C@H](CO)O2)CC1	1	0	0	6
2	CCn1c(SCC(=O)Nc2ccc(F)cc2)nc2ccccc2c1=O	.	-2	4	4
3	COc1ccc2oc(C(=O)OCC(=O)N3CC(C)CC(C)C3)c(C)c2c1 (stereo unspecified)	-5	-2	-2	14
4	O=S(=O)(c1ccccc1)N1CCCCN2[C@H](CO)[C@H](c3ccc(C#CC4CCCC4)cc3)[C@@H]2C1	-1	-17	-5	-3
5	CCC(C(=O)NCCCN1CC(C)CC(C)C1)n1nc(C)c2sc3ccccc3c2c1=O (stereo unspecified)	-18	10	.	11
6	COc1ccc(S(=O)(=O)Nc2ccc3c(c2)CC(=O)N([C@H](C)CO)C[C@H](C)[C@H](CN(C)S(=O)(=O)c2ccc(F)cc2)O3)cc1	.	20	11	.
7	C=CCSC(=S)NC1CCS(=O)(=O)C1 (stereo unspecified)	-6	-33	5	-2
8	COc1ccc2c(c1)nc(SCC(O)c1ccccc1)n2C (stereo unspecified)	4	-5	-19	-1

no.	PAX8 inh HTS	SIRT5 block	LGR2 antag
1	-18	-5	4
2	10	0	-14
3	0	1	20
4	-1	6	-1
5	0	31*	-2
6	8	.	13
7	5	0	.
8	0	-3	-4

The list goes on.
no.	mol	CASP6 VEID inh	ARNT-TACC3 inh	EWS-Fli inh	DENV2 CPE rescue
9	C=CCNC(=S)N1CCN(c2cccc(C(F)(F)F)c2)CC1	-2	4	4	8
10	Clc1ccccc1OCc1nnc2n1CCCCC2	1	2	-15	-2
11	Cc1ccc(S(=O)(=O)N2CC(O)CC2C(=O)O)cc1 (stereo unspecified)	-2	-7	10	-3
12	COc1ccc2c(CC(=O)N[C@@H](Cc3ccccc3)C(=O)O)cc(=O)oc2c1	1	-3	2	-4
13	COc1ccc(NC(=O)CSc2ncccn2)cc1S(=O)(=O)N1CCCCC1	-4	.	1	-4
14	CNC[C@H]1Oc2c(NC(=O)C3CCCCC3)cccc2C(=O)N([C@@H](C)CO)C[C@H]1C	4	-1	0	-13
15	CCOC(=O)N1CCN(C(=O)c2cccc(S(=O)(=O)Nc3ccc(Br)cc3)c2)CC1	4	.	2	?
16	CCC(C)NC(=O)CN1C(=O)COc2ccc(S(=O)(=O)N3CCOCC3)cc21 (stereo unspecified)	0	6	.	-1

no.	PAX8 inh HTS	SIRT5 block	LGR2 antag
9	-23	-11	0
10	19	4	1
11	-2	-3	1
12	-7	-17	8
13	12	-3	8
14	-8	-6	-15
15	17	2	22
16	-4	-1	9

Reprinted, entries 10–11
no.	mol	CASP6 VEID inh	ARNT-TACC3 inh	EWS-Fli inh	DENV2 CPE rescue
10	Clc1ccccc1OCc1nnc2n1CCCCC2	1	2	-15	-2
11	Cc1ccc(S(=O)(=O)N2CC(O)CC2C(=O)O)cc1 (stereo unspecified)	-2	-7	10	-3

no.	PAX8 inh HTS	SIRT5 block	LGR2 antag
10	19	4	1
11	-2	-3	1

Other entries follow.
no.	mol	CASP6 VEID inh	ARNT-TACC3 inh	EWS-Fli inh	DENV2 CPE rescue
17	CC(C)N1C(=O)c2ccccc2NC(=O)C1C(=O)NCc1ccccc1 (stereo unspecified)	0	.	0	-1
18	CC(C)c1cn(CC[C@@H]2CC[C@@H](NC(=O)c3cccc(F)c3)[C@@H](CO)O2)nn1	11	1	-6	-1
19	C[C@@H]1CCCCO[C@@H](CN(C)C(=O)C2CCCCC2)[C@@H](C)CN([C@H](C)CO)C(=O)c2cc(NC(=O)CCCCCC(=O)Nc3ccccc3N)ccc2O1	-2	-25	-1	-1
20	Cc1ccc(S(=O)(=O)NC(=O)NN2CCCCCC2)cc1	-2	-1	2	0
21	CCOc1ccccc1C=NNC(=O)C1CC1	-1	-4	2	8
22	Cc1cc(C)n(-c2ccc(C(=O)OCC(=O)Nc3ccccc3[N+](=O)[O-])cc2)n1	-1	-11	-13	6
23	COc1ccc(-c2cc(C(=O)Nc3ccc(NC(C)=O)cc3)[nH]n2)c(C)c1	-2	.	-128	?
24	Cc1ccc(S(=O)(=O)N2CCN(CC(=O)NC(C)c3ccccc3)CC2)cc1 (stereo unspecified)	-2	2	-2	2

no.	PAX8 inh HTS	SIRT5 block	LGR2 antag
17	-13	-2	-6
18	-1	0	-4
19	-40	6	17
20	-21	1	.
21	-21	-1	-4
22	-21	1	.
23	-47	0	.
24	6	-4	4

Next part
no.	mol	CASP6 VEID inh	ARNT-TACC3 inh	EWS-Fli inh	DENV2 CPE rescue
25	C[C@H](NC(=O)C[C@@H]1C[C@@H]2c3cc(NC(=O)C4CCOCC4)ccc3O[C@@H]2[C@@H](CO)O1)c1ccccc1	0	-3	5	2
26	COCCNC(=O)c1snc2ccc(Cl)cc12	3	8	-18	17
27	CC(=O)Nc1ccc(NCN2C(=O)[C@@H]3[C@H]4CC[C@H](C4)[C@@H]3C2=O)cc1	.	-18	.	.
28	Cc1cccc(C(=O)Nc2nsc(N)n2)c1	3	1	10	.
29	CCNC(=O)C[C@H]1CC[C@@H]2[C@H](COc3ccc(NC(=O)Nc4ccc(C)cc4)cc3C(=O)N2C)O1	1	-11	-34	2
30	COc1ccc(CCC(=O)N2CCN(S(=O)(=O)c3cccc(Cl)c3)CC2)cc1	1	0	5	5
31	Cc1cc(=O)oc2c3c(cc(OCC(=O)N[C@@H](Cc4ccccc4)C(=O)O)c12)OC(C)(C)CC3	0	12	4	-5
32	CSCCC(NC(=O)COc1ccccc1)C(=O)N1CCCC(C(F)(F)F)C1 (stereo unspecified)	4	-1	3	-12
33	O=C(Nc1cc(F)ccc1F)N[C@H]1CC[C@@H](CCn2cc(C3CCCC3)nn2)O[C@@H]1CO	2	.	.	20
34	CS(=O)(=O)NCCNc1ccc(C(F)(F)F)cc1[N+](=O)[O-]	9	-15	14	3

no.	PAX8 inh HTS	SIRT5 block	LGR2 antag
25	2	-2	-20
26	.	2	7
27	8	.	8
28	2	.	-6
29	-16	-4	-23
30	7	-2	1
31	.	-51	14
32	2	-7	10
33	6	0	-24
34	-5	0	30

From PubChem BioAssay
